Source: PubChem
GLP1R ag = activates the human GLP-1 receptor; HEK293 GLP-1R CRE-luciferase, luminescence, 4-6 h; cells express a hypersensitive GLP-1R form; Potency, µM (top dose mostly 45.6 µM), for the others: at the top dose activation, hits mostly activators; P43220; AID 624172; 0.007% of 380,000 active; further: potency means the concentration at half of the fitted maximal effect; % of control where 0% means no effect
Target sequence (P43220 whole entry, looked up): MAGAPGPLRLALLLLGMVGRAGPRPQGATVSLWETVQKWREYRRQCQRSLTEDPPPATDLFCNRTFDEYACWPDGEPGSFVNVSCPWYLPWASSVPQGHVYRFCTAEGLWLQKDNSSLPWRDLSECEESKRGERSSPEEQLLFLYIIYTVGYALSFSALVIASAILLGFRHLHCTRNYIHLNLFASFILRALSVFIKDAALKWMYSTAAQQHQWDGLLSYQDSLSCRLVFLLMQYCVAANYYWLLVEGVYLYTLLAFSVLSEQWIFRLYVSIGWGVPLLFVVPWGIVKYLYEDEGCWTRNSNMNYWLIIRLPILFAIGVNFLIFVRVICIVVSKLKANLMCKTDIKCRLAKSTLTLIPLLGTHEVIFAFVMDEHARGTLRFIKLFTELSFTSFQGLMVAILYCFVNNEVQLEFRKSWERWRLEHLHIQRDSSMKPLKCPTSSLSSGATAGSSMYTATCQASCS
KB-V1 MDR tox = KB-V1 MDR subline cytotoxicity | AID 1347076 | KB-V1 MDR cells viability, CellTiter-Glo, 72 h | Potency, µM (doses to about 46.1 µM), without a hit: top-dose activity change, negative = cytotoxicity, hits mostly cytotoxic | 3.4% of 400,000 active; further: potency means the concentration at half of the fitted maximal effect; on the % scale 0 is the no-effect control and ±100 the full control effect; nearly all actives have a fitted effect of over 60% in size
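Following 72 h at 37 degrees C with compound, KB-V1 cell viability was read by CellTiter-Glo luminescence, medium being phenol-red-free DMEM plus 10% FBS; concentration-response parameters came from normalized, curve-fitted qHTS data.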
DRD3 antagonist = antagonists of human D3 dopamine receptor; D3R cells, DiscoveRx beta-arrestin luminescence, antagonist mode; stronger effect = lower value; 2.5% of 360,000 active; max response, negative = inhibition, %; in the data active means max response below about -50%; inconclusive means no clear call, values can overlap the other calls; further: on the % scale 0 is the no-effect control and ±100 the full control effect; mostly tested at two doses, the higher about 12 µM
Target sequence (P35462 whole entry, looked up): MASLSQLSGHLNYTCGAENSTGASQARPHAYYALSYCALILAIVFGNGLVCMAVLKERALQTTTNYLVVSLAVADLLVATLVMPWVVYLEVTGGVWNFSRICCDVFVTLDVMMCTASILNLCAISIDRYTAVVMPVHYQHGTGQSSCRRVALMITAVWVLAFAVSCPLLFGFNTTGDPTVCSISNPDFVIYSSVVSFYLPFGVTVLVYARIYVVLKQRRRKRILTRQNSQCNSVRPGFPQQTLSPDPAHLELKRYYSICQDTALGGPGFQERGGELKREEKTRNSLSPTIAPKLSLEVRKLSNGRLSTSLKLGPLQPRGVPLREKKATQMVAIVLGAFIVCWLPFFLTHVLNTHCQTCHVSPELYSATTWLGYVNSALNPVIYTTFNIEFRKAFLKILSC
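Cells plated overnight at 1500 cells/well, then exposed to library compounds with dopamine controls for 90 minutes at 37 degrees C. DiscoveRx reagent added for 30–60 minutes at room temperature; luminescence read, quantitative HTS format.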
IL1B secr inh = inhibitors of inflammasome signaling (IL-1 beta secretion) | THP-1 LPS/ATP IL-1B secretion, AlphaLISA, 16 h; stronger effect = lower value | activity change, % at 57.5 µM | 4.7% of 360,000 active | AID 743279; in the data active means activity change below about -50%; inconclusive means mostly about -30% to -49%; further: on the % scale 0 is the no-effect control and ±100 the full control effect
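Secreted IL-1B measured by AlphaLISA bead assay after 16 h compound exposure of THP-1 cells; compounds (final up to 57.5 uM) added 1 h before LPS (250 ng/mL) and ATP (1.25 mM) stimulation; lower signal means less secretion.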
HT1080 IDH1KD tx = toxicity to HT-1080 IDH1 knockdown cells (counter line) | HT-1080 IDH1 knockdown viability, ATP luminescence, 48 h | Potency, µM (doses to about 46.1 µM), for inactives: at the highest dose activity, negative = toxicity, most hits filed as cytotoxic | 2% of 360,000 active | AID 686971;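 further: potency means the concentration at half of the fitted maximal effect; 0% = DMSO wells and -100% = cell-free medium wells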
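Knockdown cells (IDH1KD HT-1080) received compounds 2 h after plating at 750 cells/well and were kept 48 h at 37 °C in 5% FBS RPMI. A CellTiter-Glo luminescence read gave % activity for curve fitting.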
SW480 rereplic = induces DNA re-replication in SW480 colon adenocarcinoma cells. SW480 DNA re-replication, Hoechst DNA content imaging, 48 h. Potency, µM (titrated, usually from 46.1 µM), inactives show at the top dose re-replication activation, actives largely listed as activators. 1.8% of 340,000 active; further: potency means the concentration at half of the fitted maximal effect; % of control where 0% means no effect; nearly all actives have a fitted effect of over 55% in size
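Per well, 250 cells were exposed to pinned compound for 48 hr. Nuclear DNA was visualised with Hoechst (40 min, 37 C) and total object intensity recorded by fluorescence scanning.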
D3 ag = agonists of human D3 dopamine receptor. P35462. 0.58% of 410,000 active. max activation, %. AID 652048. D3R DiscoveRx beta-arrestin cells, luminescence, 90 min; in the data active means max activation above about 30%; further: 0% is about no effect; mostly tested at two doses, the higher about 12 µM
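Cells at 1500/well, incubated overnight, then treated with pinned compounds (dopamine as control) for 90 min at 37 degrees C. DiscoveRx reagent added for 30 - 60 minutes at room temperature; luminescence read.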
KB-3-1 tox = KB-3-1 parental cell cytotoxicity; KB-3-1 viability, CellTiter-Glo ATP luminescence, 72 h; Potency, µM (doses to about 46.1 µM), without a hit: top-dose activity change, negative = cytotoxic, actives largely listed as cytotoxic; 1.4% of 400,000 active; further: potency means the concentration at half of the fitted maximal effect; on the % scale 0 is the no-effect control and ±100 the full control effect; nearly all actives have a fitted effect of over 60% in size
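Here the drug-naive KB-3-1 line serves as comparator for MDR sub-line selectivity; cells received compound titrations, 72 h at 37 °C, then CellTiter-Glo readout.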
HT1080-NT tox = kills 2HG-producing HT-1080-NT fibrosarcoma cells; 1.6% of 360,000 active; Potency, µM (highest dose often 46.1 µM), inactives show at the top dose activity, negative = less viability, actives largely listed as cytotoxic; HT-1080-NT fibrosarcoma viability, CellTiter-Glo ATP luminescence, 48 h;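 further: NT is the 2HG producing partner of a matched IDH1 knockdown line; potency means the concentration at half of the fitted maximal effect; 0% = DMSO-treated cells and -100% = media-only wells without cells; nearly all actives have a fitted effect of over 55% in size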
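Compounds were tested in concentration-response format on HT-1080-NT cells for 48 hours at 37 degrees C. Cell viability came from CellTiter-Glo luminescence; curves were classified by r2, response magnitude and activity.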
An asterisk follows results filed as active; ? = inconclusive; / = no result given; [ ] = dose if it differs, or a comment. Unless noted, the call rests on the fitted dose curve; in most records, active means well fitted curve in the direction sought with a large enough effect; inconclusive means small, poorly fitted or top-dose-only effect, or another doubt; inactive means no such curve, though single readings can be large; an effect the other way counts as inactive or inconclusive.

SMILES | GLP1R ag | KB-V1 MDR tox | DRD3 antagonist | IL1B secr inh | HT1080 IDH1KD tx | SW480 rereplic | D3 ag | KB-3-1 tox | HT1080-NT tox
Cc1ccc(OCC(=O)N(C)CC(=O)N(CC(C)C)c2c(N)n(CC(C)C)c(=O)[nH]c2=O)c(C)c1 | -11.0% | 14.5% | 12.7 | -3.6 | 13.5% | -16.6% | 4.7 | 14.1% | 14.9%
O=C(Nc1cc(S(=O)(=O)N2CCCCC2)ccc1N1CCCCC1)C1CC1 | 13.1% | ? | 11.4 | -3.5 | 0.8% | -9.5% | 4.1 | -23.5% | 26.3%
CCC(=O)NC(Nc1sc2c(c1C(=O)OC)CCN(C)C2)(C(F)(F)F)C(F)(F)F | -6.2% | 1.6% | -21.8 | -6.0 | 11.0% | -5.0% | -2.7 | -6.9% | 2.0%
COC(=O)Cc1cc(=O)oc2cc(OC)ccc12 | 26.1% | 14.2% | 13.9 | -1.4 | 6.6% | -6.1% | -2.0 | -2.0% | 14.3%
CCOc1cccc(C(=O)Nc2ccccc2OC(F)F)c1 | 30.1% | -0.2% | 8.7 | -17.7 | 1.0% | -4.3% | 0.3 | -3.3% | 1.7%
CCCS(=O)(=O)NC(=O)C1(C)CCCN(C(=O)c2ccc3c(c2)OCO3)C1 (stereo not drawn) | 0.5% | 6.4% | 22.9 | 43.6 | 0.0% | / | 4.5 | 0.0% | 26.7%
COc1ccc2nc3c(cc2c1)c(NC(=O)c1cccs1)nn3CC(C)C | -21.6% | ? | 15.8 | -50.7* | 13µM* | 15.5% | 2.0 | ? | ?
COc1ccccc1/C=C/C1C(C(=O)OCC(C)C)=C(C)N=C2SCCC(=O)N21 (stereo not drawn) | ? | ? | 3.6 | -68.7* | -25.2% | 1.4% | 0.0 | 1.4% | -21.3%
CC(C)Oc1ccccc1NC(=O)CSc1nc2ccccc2c(=O)n1C | -2.7% | -18.3% | 48.7 | -0.8 | ? | -2.6% | 17.4 | ? | -2.2%
CCC(C)N(C(=O)COc1ccc(-c2nnco2)cc1)C1CCS(=O)(=O)C1 (stereo not drawn) | 12.6% | 30.4% | 21.3 | 8.5 | 3.5% | -1.6% | 0.6 | 9.4% | 5.5%
C=CCNC(=O)CNS(=O)(=O)c1ccc(F)cc1 | -6.9% | -0.2% | 0.0 | 11.5 | -0.3% | 8.2% | 0.2 | -10.7% | -1.3%
COc1ccccc1/C=C/CN1CCC(Oc2ccc(C(=O)N3CCCC3)cc2)CC1 | -2.8% | -14.5% | -68.2* | -1.4 | 7.7% | 3.0% | -12.6 | -1.2% | -0.9%
C/C(=N\NC(=O)c1c(Cl)cnn1C)c1cccc(NC(=O)C(C)C)c1 | 1.5% | ? | -1.1 | -18.0 | 12.0% | -178.1% | -0.7 | -3.8% | 14.9%
COc1ccc(C(=O)C2CCCN(C(=O)c3ccnn3C)C2)c(C)c1 (stereo not drawn) | -1.5% | ? | -4.1 | 4.7 | 0.8% | 16.6% | -5.2 | ? | -0.2%
COC(=O)Nc1[nH]ncc1[N+](=O)[O-] | -1.4% | -1.2% | 13.1 | -2.5 | 7.3% | 5.1% | 0.5 | -2.1% | -1.2%
COc1ccccc1C(=O)NC(CCSC)C(=O)OCC(=O)NC(=O)NCc1ccco1 (stereo not drawn) | -1.1% | 7.7% | 0.0 | 18.9 | -0.5% | -1.2% | -13.0 | -8.2% | 11.8%
OCC1(Cc2cccc(Cl)c2)CCCN(Cc2ccc(F)c(F)c2)C1 (stereo not drawn) | 1.0% | -0.8% | -13.1 | -55.3* | 25.9µM* | -72.7%[inhibitor] | -7.4 | 10.5% | -29.1%
O=C(Nc1ccc(NC(=O)c2cc3ccccc3o2)cc1)c1ccco1 | 9.0% | ? | 15.2 | 0.6 | -29.2% | -5.1% | -5.4 | -3.7% | ?
Fc1ccc2c(c1)C(c1ccncc1)=NNC(c1ccc(Br)cc1)=N2 | 8.2% | -2.2% | 9.5 | ? | ? | -2.5% | -1.3 | -15.7% | -28.1%
CC(=O)NC(Cc1ccccc1)C(=O)N1CCN(C(=O)c2ccco2)CC1 (stereo not drawn) | 20.2% | 4.3% | -12.3 | -2.0 | -8.8% | -3.0% | -6.0 | 2.2% | -0.5%
COc1ccccc1NC(=O)NNC(=O)COc1ccc2ccccc2c1 | -2.5% | 2.3% | -13.0 | -2.2 | 13.2% | -1.8% | -4.8 | 4.1% | 15.2%
NC(=O)c1ccc2nc(-c3ccccc3)c(-c3ccccc3)nc2c1 | 4.7% | -2.4% | -1.6 | 3.2 | -8.0% | 12.7% | -0.1 | -2.4% | -0.5%
CC(=O)C1CCC2C3CC(C)C4(O)CC(=O)CCC4(C)C3C(O)CC12C (stereo not drawn) | -7.3% | -4.2% | -9.8 | -5.1 | 16.2% | -1.5% | -1.6 | -23.7% | -0.8%
N#Cc1ccc(NC(=O)CN2C(=O)NC(Cc3ccccc3)C2=O)cc1 (stereo not drawn) | -6.8% | 4.4% | 7.3 | -13.1 | ? | -4.4%[9.22 µM] | 0.4 | 17.0% | -27.3%
O=C(CN(C(=O)CSc1nnc(COc2ccccc2)o1)c1ccc(F)cc1)NC1CCCC1 | 11.3% | -10.3% | -5.7 | -25.7 | -6.6% | 4.9% | 11.2 | -7.6% | 7.1%

Part of the list above in order of length of the SMILES, ascending.
SMILES | GLP1R ag | KB-V1 MDR tox | DRD3 antagonist | IL1B secr inh | HT1080 IDH1KD tx | SW480 rereplic | D3 ag | KB-3-1 tox | HT1080-NT tox
COC(=O)Nc1[nH]ncc1[N+](=O)[O-] | -1.4% | -1.2% | 13.1 | -2.5 | 7.3% | 5.1% | 0.5 | -2.1% | -1.2%
COc1ccc(C(=O)C2CCCN(C(=O)c3ccnn3C)C2)c(C)c1 (stereo not drawn) | -1.5% | ? | -4.1 | 4.7 | 0.8% | 16.6% | -5.2 | ? | -0.2%
CC(=O)C1CCC2C3CC(C)C4(O)CC(=O)CCC4(C)C3C(O)CC12C (stereo not drawn) | -7.3% | -4.2% | -9.8 | -5.1 | 16.2% | -1.5% | -1.6 | -23.7% | -0.8%
COc1ccccc1C(=O)NC(CCSC)C(=O)OCC(=O)NC(=O)NCc1ccco1 (stereo not drawn) | -1.1% | 7.7% | 0.0 | 18.9 | -0.5% | -1.2% | -13.0 | -8.2% | 11.8%

Next structures follow:
SMILES | GLP1R ag | KB-V1 MDR tox | DRD3 antagonist | IL1B secr inh | HT1080 IDH1KD tx | SW480 rereplic | D3 ag | KB-3-1 tox | HT1080-NT tox
CN(C)/C=C/C(=O)c1ccc([N+](=O)[O-])c(CS(=O)(=O)c2ccc(Cl)cc2)c1 | -1.1% | -0.1% | 8.0 | 8.2 | 0.5% | -7.7% | 3.6 | -1.6% | 12.4%
COc1ccccc1Nc1nc(N)nc(CSc2nccn2C)n1 | 0.6% | 10.7% | -1.6 | 3.7 | 2.3% | 6.2% | 7.4 | 10.8% | 8.0%
COc1cc(SC)ccc1C(=O)OCC(=O)NCC(C)C | 6.5% | -21.6% | 15.6 | 22.2 | -14.1% | -1.4% | 1.6 | 6.1% | -1.2%
O=C(CCn1c(=O)[nH]c2ccccc2c1=O)Nc1ccccc1 | -4.2% | -29.4% | -8.2 | -24.9 | 0.9% | -7.8% | -1.3 | 4.2% | ?
Cc1cc(C)c(C)c(OCCNCc2ccccc2)c1 | 12.1% | ? | -77.4* | -93.3* | 14.6µM* | -19.6% | -11.7 | -25.6% | ?
O=c1[nH]c(SCc2ccccc2Cl)nc2c1CCC2 | 14.8% | -20.9% | 58.2 | 10.4 | 1.6% | -3.5% | 18.3 | -11.4% | -1.4%
O=C(Nc1ccccc1OC(F)F)c1ccccc1 | 8.4% | 10.1% | 7.2 | -10.5 | -2.6% | 3.3% | -3.2 | 8.9% | 15.0%
O=C(O)[C@@H]1CCCN1C(=O)CCc1c[nH]c2ccccc12 | -4.8% | ? | 0.9 | 42.6 | 9.3% | -5.8% | -0.8 | 11.6% | 3.5%
Cc1ccc(S(=O)(=O)N2CCOCC2)cc1NC(=O)COc1ccc(-c2nnco2)cc1 | 2.4% | 1.0% | -4.0 | 3.9 | 27.6% | 8.4% | -11.4 | 3.4% | 9.5%
CCc1cccc(N=c2c([N+](=O)[O-])nn(-c3ccc(Cl)cc3)n2O)c1 | -1.7% | ? | 50.2 | 5.3 | ? | 11.0% | 1.3 | -8.6% | -19.6%
O=C(CCCOc1ccccc1)Nc1cc(S(=O)(=O)N2CCOCC2)ccc1N1CCOCC1 | 1.1% | -27.3% | -14.5 | -15.1 | -2.6% | -1.2% | -6.9 | -0.7% | 4.8%
O=C(c1ccccc1)c1ncc(C(F)(F)F)cc1Cl | 7.6% | 0.5% | -14.3 | 12.7 | 27.4% | -6.8% | 9.8 | ? | 28.1%
COC(=O)CN1C(=O)N/C(=C/c2ccccc2OC)C1=O | 2.7% | -2.5% | -12.1 | 0.0 | 7.4% | -8.1% | 4.8 | -9.6% | 7.5%
c1ccc(CCC2CCCCN2Cc2nc(C3CC3)no2)cc1 (stereo not drawn) | -8.0% | ? | 0.0 | 58.6 | -0.3% | 4.8% | 2.5 | -7.4% | 1.7%
Cc1sc2ncnc(NC3CCN(Cc4ccccc4)CC3)c2c1C | 8.8% | 1.64µM* | -74.9* | ? | ? | 12.4% | -12.1 | ? | ?
Cc1[nH]n(C(N)=S)c(=O)c1N=Nc1ccc(S(=O)(=O)N2CCCCCC2)cc1 | -1.5% | ? | -28.9 | 0.0 | -1.1% | -7.1% | -1.0 | 6.3% | -3.0%
Cc1ccc(S(=O)(=O)N2[C@@H](c3ccc(C(C)(C)C)cc3)C(C(=O)O)=CC[C@H]2c2ccc(Cl)c(Cl)c2)cc1 | -0.2% | -0.5% | -1.3 | 4.5 | 5.8% | -34.3%[inhibitor] | -52.9 | 0.0% | 6.5%
COc1cc(NC(=O)COc2ccc(C)c(C)c2)ccc1NC(=O)c1ccco1 | 18.6% | -1.7% | 10.9 | -6.9 | 6.1% | -8.6% | 1.2 | 5.2% | 14.6%
C=C(C)CN(Cc1ccccc1)C(=S)Nc1ccccc1 | -1.3% | -5.6% | 1.9 | -1.4 | 0.9% | 2.3% | -1.0 | -1.6% | 9.1%

The order is random; overall some 12% were active at least once.
